Anesthetic bind: candidate novel general anesthetic via apoferritin binding. P02791. apoferritin/1-aminoanthracene competitive binding, fluorescence. Potency, µM (top dose mostly 77.5 µM), without a hit: at the top dose activity change, negative = displacement, most hits filed as inhibitors. hit rate 0.074% among 350,000. AID 485281; further: potency means the concentration at half of the fitted maximal effect; on the % scale 0 is the no-effect control and ±100 the full control effect; nearly all actives have a fitted effect of over 20% in size
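In PBS, apoferritin at 10 uM is loaded with 1-AMA from a 50% saturated solution. After 10 min of compound exposure at ambient temperature, reduced 535 nm fluorescence indicates probe displacement.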
POLK inh: DNA polymerase kappa (human) inhibition; Q9UBT6; purified Pol kappa, fluorescent DNA synthesis assay, 10 min; Potency, µM (top dose mostly 107 µM), inactives show top-dose activity, negative = inhibition, actives largely listed as inhibitors; hit rate 0.53% among 400,000; further: potency means the concentration at half of the fitted maximal effect; on the % scale 0 is the no-effect control and ±100 the full control effect
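Inhibition of 10 nM Pol kappa is measured by a fluorescent read-out at 0 and 10 min following addition of 50 nM substrate (final), with a 15-min room-temperature compound preincubation.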
ALOX12 inh: inhibitors of human 12S-lipoxygenase ALOX12; P18054; Potency, µM (titrated, usually from 108 µM), for the others: top-dose activity change, negative = inhibition, most hits filed as inhibitors; purified 12hLO, xylenol orange hydroperoxide absorbance; hit rate 1.1% among 580,000; further: potency means the concentration at half of the fitted maximal effect; on the % scale 0 is the no-effect control and ±100 the full control effect
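Purified human 12hLO (150 nM final) in 25 mM Hepes, 0.01% Triton X-100, pH 7.0 was preincubated 15 min at room temperature with compound. Then 40 uM arachidonic acid was added, 30 min. Hydroperoxide was read by Fe-XO absorbance ratio 573/405 nm.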
RGS4 inhibitor: blocks human RGS4-accelerated GTP hydrolysis; AID 504845; hit rate 0.039% among 390,000; P49798; Potency, µM (top dose mostly 114 µM), without a hit: at the top dose activity change, negative = inhibition, hits mostly inhibitors; Transcreener GDP fluorescence polarization, RGS4-accelerated GTP hydrolysis; further: potency means the concentration at half of the fitted maximal effect; on the % scale 0 is the no-effect control and ±100 the full control effect; nearly all actives have a fitted effect of over 75% in size; some results filed as inactive show a strong effect at the top dose
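MLSMR compounds (23 nl, pin-transferred) preincubated 10 min at room temperature with a 500nM (2x) first reagent, then RGS4 at 900nM (2x) plus Transcreener GDP mix added; fluorescence polarization (620/688 nm) read before and after 90 min at 30 °C.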
APEX1 inh: APE1 (human) endonuclease inhibition; AID 2517; recombinant APE1, TAMRA/BHQ-2 abasic DNA cleavage fluorescence; P27695; Potency, µM (doses to about 65.8 µM), for the others: at the top dose activity change, negative = inhibition, usual class: inhibitors; hit rate 0.35% among 350,000;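 further: potency means the concentration at half of the fitted maximal effect; plate controls were vehicle for no effect and reference inhibitor for full effect; nearly all actives have a fitted effect of over 55% in size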
Target sequence (P27695 whole entry, looked up): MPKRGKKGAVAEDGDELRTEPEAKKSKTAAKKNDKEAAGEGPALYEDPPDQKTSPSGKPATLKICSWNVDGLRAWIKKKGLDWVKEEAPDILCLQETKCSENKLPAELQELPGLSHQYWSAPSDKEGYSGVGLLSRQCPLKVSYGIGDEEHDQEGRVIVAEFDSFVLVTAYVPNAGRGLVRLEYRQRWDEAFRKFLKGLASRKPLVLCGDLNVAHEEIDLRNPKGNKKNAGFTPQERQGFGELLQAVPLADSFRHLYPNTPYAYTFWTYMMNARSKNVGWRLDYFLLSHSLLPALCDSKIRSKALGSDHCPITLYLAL
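Quantitative HTS: incision of a TAMRA/BHQ-2 double-stranded substrate bearing a tetrahydrofuran abasic site by 0.75 nM APE1 raises fluorescence. Substrate 50 nM final, added after 15 min compound preincubation at room temperature; progress as third-minus-first kinetic read difference.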
Pol eta inh: DNA polymerase eta (human) inhibition | Potency, µM (highest dose often 114 µM), for the others: top-dose activity change, negative = inhibition, most hits filed as inhibitors | hit rate 1.2% among 390,000 | AID 588591 | Q9Y253 | recombinant Pol eta, fluorescent DNA replication assay; further: potency means the concentration at half of the fitted maximal effect; on the % scale 0 is the no-effect control and ±100 the full control effect
Target sequence (Q9Y253 whole entry, looked up): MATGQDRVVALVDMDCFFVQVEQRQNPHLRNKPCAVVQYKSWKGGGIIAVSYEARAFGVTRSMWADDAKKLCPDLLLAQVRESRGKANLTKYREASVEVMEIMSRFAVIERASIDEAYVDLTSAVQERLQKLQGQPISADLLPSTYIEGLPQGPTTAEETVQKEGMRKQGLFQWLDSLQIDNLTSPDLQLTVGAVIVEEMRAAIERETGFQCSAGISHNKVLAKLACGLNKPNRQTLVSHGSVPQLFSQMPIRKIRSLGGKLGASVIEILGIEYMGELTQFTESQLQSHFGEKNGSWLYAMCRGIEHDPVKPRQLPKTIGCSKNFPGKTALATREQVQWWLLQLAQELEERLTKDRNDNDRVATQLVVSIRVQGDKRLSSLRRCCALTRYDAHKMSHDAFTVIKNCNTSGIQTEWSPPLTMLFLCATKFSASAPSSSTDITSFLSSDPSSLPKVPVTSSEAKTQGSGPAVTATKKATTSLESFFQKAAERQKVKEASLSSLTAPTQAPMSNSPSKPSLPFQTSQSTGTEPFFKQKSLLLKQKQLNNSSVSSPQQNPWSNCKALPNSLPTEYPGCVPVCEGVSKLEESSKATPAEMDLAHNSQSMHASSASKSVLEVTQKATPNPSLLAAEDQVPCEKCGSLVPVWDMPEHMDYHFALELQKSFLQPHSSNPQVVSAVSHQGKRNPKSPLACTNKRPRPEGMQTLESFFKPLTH
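Fluorescent replication assay: 50 nM final substrate added after a 15 min room-temperature compound preincubation with 10 nM enzyme. Signal taken at 0 min and again at 10 min.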
LDHA inh: blocks human lactate dehydrogenase A. P00338. AID 1347041. hit rate 0.15% among 480,000. activity change, % (values are at about 110 or 230 µM). purified LDHA, NADH/diaphorase-resazurin fluorescence; hits give low values; in the data active means activity change below about -30%; inconclusive means mostly about -25% to -30%;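 further: plate controls were DMSO wells for no effect and wells without enzyme for full effect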
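Human LDH5 (2 nM) was incubated with 0.06 mM NADH and 0.2 mM pyruvate for 5 min at room temperature in Tris pH 7.4. Remaining NADH was coupled through diaphorase/resazurin, and resorufin fluorescence was read at 0 and 20 min.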
ERG-DNA inh: inhibitors of human ERG Ets domain-DNA interaction; fluorescence polarization, His-ERG Ets domain / labelled DNA; hit rate 0.028% among 370,000; P11308; Potency, µM (doses to about 76.9 µM), inactives show at the highest dose FP activity, negative = inhibition, actives largely listed as inhibitors; active means well fitted inhibition curve with a large enough effect in the polarisation, with a control signal flat; inconclusive means small, poorly fitted or top-dose-only effect, or effect the other way, or a change in a side signal; inactive means no such curve, though single readings can be large or run the other way; the % refers to the polarisation;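 further: polarization taken with two DNA probes labelled with fluorescein and Texas red; potency means the concentration at half of the fitted maximal effect; % of control where 0% means no effect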
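His-tagged ERG Ets domain (1 uM in the protein solution; 300mM KCl, 50mM Tris-HCl, 1mM EDTA, 1mM DTT, pH 7.5) received compound, then a probe mix of 5 nM fluorescein-DNA and 100nM Texas-615-DNA. Fluorescence polarization was read for both dyes.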
POLB inh: DNA polymerase beta (human) inhibition; P06746; Pol beta primer extension/strand displacement, fluorescence kinetic; Potency, µM (doses to about 114 µM), inactives show at the highest dose activity change, negative = inhibition, most hits filed as inhibitors; hit rate 1.3% among 340,000; further: potency means the concentration at half of the fitted maximal effect; on the % scale 0 is the no-effect control and ±100 the full control effect
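Human Pol beta at 10 nM; strand-displacement substrate 50 nM final. Compound exposure 15 min at room temperature before start, reaction 10 min at room temperature.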
Active calls of the source: *; i = inactive; ? = inconclusive; . = not tested or not shown; [ ] = dose if it differs, or a comment. Unless noted, the call rests on the fitted dose curve; in most records, active means well fitted curve in the direction sought with a large enough effect; inconclusive means small, poorly fitted or top-dose-only effect, or another doubt; inactive means no such curve, though single readings can be large; an effect the other way counts as inactive or inconclusive.

SMILES	Anesthetic bind	POLK inh	ALOX12 inh	RGS4 inhibitor	APEX1 inh	Pol eta inh	LDHA inh	ERG-DNA inh	POLB inh
COc1cccc(Cn2c(C)c(CNCc3ccccc3Cl)c(C(=O)O)c2C)c1	-15%	-13%	?	-32%	.	-8%	-3	-8%	?
CCOc1ccc(C(=O)Nc2ccccc2C#N)cc1[N+](=O)[O-]	-2%	-6%	3%	-2%	5%	-8%	-1	-5%	7%
Cc1ccc(S(=O)(=O)NCc2csc(C)n2)cc1	2%	8%	0%	10%[56.9 µM]	0%	18%	-7	-1%	17%
O=C(Nc1ccccc1C(=O)N1CCOCC1)c1ccc(Br)cc1	-3%	-19%	.	-40%	-6%	-11%	-9	-6%	-1%
CC1(C)c2[nH]c3ccccc3c2C[C@H]2C(=O)N(Cc3ccc(F)cc3)C(=O)N21	.	-17%	-12%	4%	.	-17%	-2	.	.
CC1CCCC(C)N1C(=O)c1cc(-c2ccc(Cl)c(Cl)c2)on1 (centres undefined)	-10%	12%	3%	-30%	14%	-21%	2	0%	2%
O=C(COc1ccccc1)N1N=C(c2cccnc2)CC1(O)C(F)(F)F (centres undefined)	-1%	-2%	1%	-3%	8%	-4%	-6	3%	10%
O=C(NCc1cccs1)[C@@H]1CSC2c3ccccc3C(=O)N21 (some centres undefined)	-19%	1%	60%[activator]	-33%	8%	-13%	-3	-4%	27%
CNC(=S)NNC(=O)c1noc(C)c1C(=O)N1CCN(C(c2ccccc2)c2ccccc2)CC1	-3%	-17%	10%	-19%	0%	-9%	-4	0%	1%
O=C(Cc1ccc(Cl)cc1)Oc1cccc2cccnc12	-10%	2%	.	-22%	6%	-18%	22	-5%	11%
C[C@@H]1C=C(C(=O)NCc2nc3ccccc3[nH]2)O[C@H](OCc2ccc(CO)cc2)C1	0%	-5%	-3%	18%	-4%	-9%	-4	0%	13%
Cc1ccc(O)c(CO)n1	3%	2%	-2%	9%	0%	8%	-9	-4%	32%
CN(C)c1ccc(/C=N\NC(=O)c2csnn2)cc1	-12%	-6%	68%[activator]	1%[11.4 µM]	-8%	-10%	-1	6%	6%
Cc1ccc(NC(=O)Nc2ncccc2C)cc1	-9%	-11%	-26%	28%	2%	2%	-4	-4%	7%
CCCCn1c(=O)c2oc3ccccc3c2n(Cc2cccc(F)c2)c1=O	-8%	-6%	-8%	-6%	.	-23%	0	2%	1%
CSc1nc(=O)n(-c2ccccc2)c(C)c1C(C)=O	-14%	-4%	?	6%	9%	-6%	-3	10%	8%
COc1ccc(Cl)cc1NC(=O)C1CCCN(S(=O)(=O)c2cccc3nonc23)C1 (centres undefined)	1%	1%	71%[activator]	6%	5%	-27%	-7	-1%	2%
CCN1CCN(Cc2c(C)[nH]c3ccc(C(=O)OC)cc3c2=O)CC1	6%	4%	0%	-9%	-5%	-13%	-2	-3%	13%
Cc1ccc(F)cc1NC(=O)N1CCCN(C(=O)OC(C)(C)C)CC1	3%	-15%	155%[activator]	14%	-5%	-9%	-1	10%	4%
COc1ccc(C2/C(=C(/O)c3ccc(OC(C)C)cc3)C(=O)C(=O)N2CCCN2CCOCC2)cc1 (centres undefined)	-16%	-2%	-14%	8%	15%	-12%	0	4%	28%

Reprinted from the listing for reference:
SMILES	Anesthetic bind	POLK inh	ALOX12 inh	RGS4 inhibitor	APEX1 inh	Pol eta inh	LDHA inh	ERG-DNA inh	POLB inh
C[C@@H]1C=C(C(=O)NCc2nc3ccccc3[nH]2)O[C@H](OCc2ccc(CO)cc2)C1	0%	-5%	-3%	18%	-4%	-9%	-4	0%	13%
Cc1ccc(O)c(CO)n1	3%	2%	-2%	9%	0%	8%	-9	-4%	32%

(further entries)
SMILES	Anesthetic bind	POLK inh	ALOX12 inh	RGS4 inhibitor	APEX1 inh	Pol eta inh	LDHA inh	ERG-DNA inh	POLB inh
CCc1ccccc1NC(=O)c1onc(C)c1Cl	?	-4%	-1%	3%	-3%	-9%	-13	-10%	-18%
CN(C)S(=O)(=O)Oc1ccc(Cl)cc1C(=O)Nc1ccc(F)cc1F	-7%	-3%	-1%	-10%	-1%	-5%	4	-6%	35%
CCOCCCNC(=O)C(c1ccccc1)N(Cc1ccc2c(c1)OCO2)C(=O)CNC(C)=O (centres undefined)	8%	-11%	-4%	8%	-5%	-16%	-8	-4%	-11%
CCn1c(CN2CCCCC2)nc2cc(NC(=O)COc3ccccc3C(C)(C)C)ccc21	-14%	1%	-7%	20%	.	-15%	-2	-3%	-2%
O=C(CNC(=O)c1ccc(Cl)cc1)Nc1ccc(S(=O)(=O)Nc2ncccn2)cc1	-10%	-1%	49%	-11%	-9%	-20%	-3	-18%	0%
CCN(CC)C(=O)Cn1ncc2c1-c1ccccc1OC2	4%	-7%	19%	13%	-3%	4%	-3	10%	-2%
COc1cc(NS(=O)(=O)c2ccc(NC(C)=O)cc2)cc(OC)c1	3%	-6%	35%[activator]	-11%	-3%	-3%	-1	-6%	1%
CCN(CC)C(=O)[C@H]1C[C@H](CC(=O)NCCN2CCOCC2)C(=O)N2CCc3c([nH]c4cc(CCC(=O)N(C)C)ccc34)[C@]12C	.	-2%	-11%	26%	6%	4%	-5	6%	.
S=C1NC(c2ccccc2)=NCN1c1ccc(Cl)cc1	-15%	-8%	?	14%	0%	-4%	-4	-13%	-30%
COc1ccccc1NC(=O)CSc1nnnn1-c1ccccc1OC	-6%	5%	-2%	-2%	25%	-19%	-4	6%	-24%

An excerpt from above in order of SMILES length, descending:
SMILES	Anesthetic bind	POLK inh	ALOX12 inh	RGS4 inhibitor	APEX1 inh	Pol eta inh	LDHA inh	ERG-DNA inh	POLB inh
CCN(CC)C(=O)[C@H]1C[C@H](CC(=O)NCCN2CCOCC2)C(=O)N2CCc3c([nH]c4cc(CCC(=O)N(C)C)ccc34)[C@]12C	.	-2%	-11%	26%	6%	4%	-5	6%	.
CCOCCCNC(=O)C(c1ccccc1)N(Cc1ccc2c(c1)OCO2)C(=O)CNC(C)=O (centres undefined)	8%	-11%	-4%	8%	-5%	-16%	-8	-4%	-11%
CN(C)S(=O)(=O)Oc1ccc(Cl)cc1C(=O)Nc1ccc(F)cc1F	-7%	-3%	-1%	-10%	-1%	-5%	4	-6%	35%
COc1cc(NS(=O)(=O)c2ccc(NC(C)=O)cc2)cc(OC)c1	3%	-6%	35%[activator]	-11%	-3%	-3%	-1	-6%	1%
S=C1NC(c2ccccc2)=NCN1c1ccc(Cl)cc1	-15%	-8%	?	14%	0%	-4%	-4	-13%	-30%

Following part.
SMILES	Anesthetic bind	POLK inh	ALOX12 inh	RGS4 inhibitor	APEX1 inh	Pol eta inh	LDHA inh	ERG-DNA inh	POLB inh
NS(=O)(=O)c1cccc(NC(=O)COC(=O)/C(=C/c2cccs2)c2cccs2)c1	-5%	-21%	-12%	3%	-1%	-2%	-7	6%	-16%
O=C(CN1CCN(Cc2ccc(Cl)cc2)CC1)N/N=C/c1ccccc1F	-1%	4%	70%[activator]	-3%	2%	-21%	-1	7%	-2%
COc1ccc(CNC(=O)CN2C(=O)c3ccccc3S2(=O)=O)cc1	.	-2%	0%	?	.	-2%	-8	1%	.
Cc1ccn2cc(CSc3ccccc3)nc2c1	?	-4%	i	-3%	0%	-2%	-4	-2%	-1%
O=C(Cn1ccc2cc(S(=O)(=O)N3CCCC3)ccc21)NCc1ccc(Cl)cc1	-11%	-4%	?	2%	.	-19%	2	3%	6%
COCCNC(=O)c1cn(CCOC)c(=O)c2c1c1ccccc1n2C	3%	-9%	50%[activator]	-27%	4%	-14%	-1	-6%	72%
CC1CCN(C(=O)c2scc3c2OCCO3)CC1	-10%	-13%	0%	5%	18%	3%	-4	2%	-1%
Cc1nc(S/C(C(=O)O)=C2/C(=O)Nc3ccccc32)n[nH]1	0%	-3%	3%	-9%	-3%	-17%	0	-2%	-22%
COc1cc(C(=O)NCCC(=O)NCCc2ccc(Cl)cc2)cc(OC)c1OC	-16%	-14%	-18%	15%	-3%	-15%	-6	0%	-16%
CNC(=S)NCCc1c[nH]c2ccc(OC)cc12	-1%	-14%	0%	13%	-11%	6%	-3	-10%	-5%
Cc1ncc(CO)c(/C=N/NC(=S)Nc2ccc(C(C)C)cc2)c1O	5%	-18%	0%	-27%[56.9 µM]	-12%	-21%	-3	11%	0%
O=C(N/C=C\n1cnc2cc(C(F)(F)F)ccc21)c1ccc([N+](=O)[O-])cc1	-14%	-5%	13%	3%	17%	-22%	-2	-3%	4%
CC(=O)NNc1cc(=O)c2c(=O)n(C)c(=O)n(C)c2[nH]1	-6%	-10%	-28%	20%	-3%	-12%	20	14%	21%
O=C(C(=O)N1CCCc2ccccc21)N1CCCc2ccccc21	-7%	-5%	-6%	15%	-6%	-2%	-10	0%	-22%
O=C(CN1C(=O)NC2(CCCCCCC2)C1=O)N1CCc2ccccc2C1	?	-19%	-8%	-10%	-4%	-3%	-5	-1%	10%
Cc1cc(Br)cc2c(C(=O)Nc3c(C)n(C)n(-c4ccccc4)c3=O)cc(-c3cccs3)nc12	-8%	-6%	5%	-19%	-2%	2%	3	.	0%
COc1ccccc1N(Cc1cc(=O)[nH]c2ccccc12)C(=O)c1cccc([N+](=O)[O-])c1	3%	-7%	16%	-35%[11.4 µM]	7%	-17%	-1	-6%	23%

Not all compounds are listed; the hit share may differ from the screen's.
